Assay outcomes as filed in PubChem BioAssay.
mIAP activ: mouse IAP activation; muIAP, CDP-Star luminescence, 30 min; active compounds read high; 1 = vehicle-only enzyme signal, 0 = enzyme-free wells; activation factor at 10 µM; 330,000 tested, 0.24% active; AID 2805;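 active means activation factor of at least 2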; further: the source names both 10 and 20 µM as test concentration; values of inactives mirror those of a sister screen read the other way
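Assay system: mouse IAP enzyme / Compound: DMSO-dissolved test compounds / Timing: 30 min, room temperature / Measured by: luminescence from enzymatic CDP-Star hydrolysis / Control set: DMSO-only wells, enzyme-free buffer wells as negative control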
A3A deaminase: inhibitors of human APOBEC3A DNA deaminase; 330,000 tested, 0.41% active; AID 493011; inhibition, % at 20 µM; recombinant A3A, FAM/TAMRA ssDNA deamination fluorescence; P31941;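 active means at least 40% inhibition at 20 µM here, with at most 30% in a related deaminase screen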;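 further: plate controls were A3A with DMSO for no effect and wells lacking A3A enzyme for full effect; some results filed as inactive read as strong as hits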
mIAP inh: mouse IAP inhibition; inhibition, % at 10 µM; 330,000 tested, 0.2% active; purified mouse IAP, CDP-Star luminescence, 30 min;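 active means inhibition of at least 40% at 10 µM in the primary screen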;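 further: plate controls were DMSO with enzyme for no effect and no enzyme wells for full effect; values of inactives mirror those of a sister screen read the other way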
ATG4B inhibitor: blocks human ATG4B protease cleavage of LC3 substrate | Q9Y4P1 | ATG4B cleavage of LC3-PLA2, NBD-HPC fluorescence, 1 h | inhibition, % at 8.33 µM | 340,000 tested, 0.51% active | AID 504462; in the data active means inhibition above about 40%
Target sequence (Q9Y4P1 whole entry, looked up): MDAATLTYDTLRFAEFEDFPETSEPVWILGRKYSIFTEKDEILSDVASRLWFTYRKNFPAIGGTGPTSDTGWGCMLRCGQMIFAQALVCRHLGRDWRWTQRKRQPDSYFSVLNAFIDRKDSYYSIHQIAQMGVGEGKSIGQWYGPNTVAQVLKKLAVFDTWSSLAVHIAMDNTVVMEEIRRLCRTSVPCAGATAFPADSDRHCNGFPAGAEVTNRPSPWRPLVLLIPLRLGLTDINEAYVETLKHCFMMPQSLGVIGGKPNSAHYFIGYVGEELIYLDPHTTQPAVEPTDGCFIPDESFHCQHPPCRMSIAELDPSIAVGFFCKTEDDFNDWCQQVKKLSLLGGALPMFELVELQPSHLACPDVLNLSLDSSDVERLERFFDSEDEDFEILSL
hIAP act: increases human intestinal alkaline phosphatase activity; activation factor at 10 µM; purified human IAP, CDP-Star luminescence, 30 min; active compounds read high; 1 = vehicle-only enzyme, 0 = enzyme-free background; 330,000 tested, 0.16% active; P09923;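 active means activation factor of the enzyme at least 2-fold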; further: the source names both 10 and 20 µM as test concentration; values of inactives mirror those of a sister screen read the other way
Target sequence (P09923 whole entry, looked up): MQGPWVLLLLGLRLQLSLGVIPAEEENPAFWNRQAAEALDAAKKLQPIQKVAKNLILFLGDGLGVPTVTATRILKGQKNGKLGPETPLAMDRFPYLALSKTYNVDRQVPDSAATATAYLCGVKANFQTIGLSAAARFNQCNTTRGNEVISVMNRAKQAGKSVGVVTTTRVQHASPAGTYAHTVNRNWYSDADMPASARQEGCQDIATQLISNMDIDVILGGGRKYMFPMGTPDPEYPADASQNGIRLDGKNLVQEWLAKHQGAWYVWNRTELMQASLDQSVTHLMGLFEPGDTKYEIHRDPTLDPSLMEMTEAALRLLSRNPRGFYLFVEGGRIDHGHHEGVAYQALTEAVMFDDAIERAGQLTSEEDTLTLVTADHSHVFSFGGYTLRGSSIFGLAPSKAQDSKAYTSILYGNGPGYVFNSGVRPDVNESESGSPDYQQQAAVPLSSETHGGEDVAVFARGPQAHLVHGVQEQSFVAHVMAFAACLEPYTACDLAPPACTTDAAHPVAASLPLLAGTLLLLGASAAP
PfGluPho inh: PfG6PD (Plasmodium falciparum) enzyme inhibition; PfGluPho enzyme, NADPH resazurin-diaphorase fluorescence; inhibition, % at 20 µM; 350,000 tested, 0.78% active; AID 504690;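 active means inhibition reaching at least a set limit at 20 µM in the primary screen, cut at about 59% in these data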;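 further: 0% = DMSO wells with substrate and 100% = DMSO wells lacking glucose-6-phosphate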
hIAP block: blocks human intestinal alkaline phosphatase; P09923; purified IAP, CDP-Star luminescence, 30 min; inhibition, % at 10 µM; 330,000 tested, 0.12% active;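 active means inhibition reaching a set limit with compound at 10 µM in the primary screen, cut at about 35% in these data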;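 further: plate controls were DMSO wells with enzyme for no effect and no-enzyme buffer wells for full effect; values of inactives mirror those of a sister screen read the other way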
HKDC1 inhibitor: HKDC1 (human) hexokinase inhibition; AID 493160; inhibition, % at 20 µM; 340,000 tested, 0.16% active; Q2TB90; recombinant HKDC1, G6PDH/diaphorase resazurin coupled fluorescence;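 active means inhibition above about 35% when tested at 20 µM, limit read from the data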;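 further: plate controls were DMSO wells with enzyme for no effect and DMSO wells lacking enzyme for full effect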
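Test system: recombinant HKDC1 (HK5) hexokinase enzyme, produced in-house / Doses: 20 µM test compound, 1% DMSO / Timing: 90 min, room temperature / Detection: G6PDH/diaphorase-coupled fluorescence, 1 mM NADP, 100 µM resazurin, 525/613 nm / Control set: DMSO wells with and without enzyme mix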
Numbers without * were called inactive.

O=C(NCC1CCCN1S(=O)(=O)c1cccs1)C(=O)Nc1ccccc1 (configuration not stated) was read as mIAP activ 1, A3A deaminase 0, mIAP inh -1, ATG4B inhibitor -6, hIAP act 0.94, PfGluPho inh 10, hIAP block 6 and HKDC1 inhibitor -1.
Screening O=C(Cn1c(=O)c2c(ncn2Cc2ccccc2)n(Cc2ccccc2)c1=O)N1CCCC1 returned mIAP activ 1, A3A deaminase 3, mIAP inh 0, ATG4B inhibitor 3, hIAP act 1, PfGluPho inh -4, hIAP block -2 and HKDC1 inhibitor 5.
`Cc1cc(=O)n2[nH]c(COc3ccccc3)nc2n1` gave mIAP activ 0.95, A3A deaminase -3, mIAP inh 5, ATG4B inhibitor 3, hIAP act 0.9, PfGluPho inh 15, hIAP block 10 and HKDC1 inhibitor 8.
For COC(=O)[C@H](CCSC)NC(=O)NCc1ccccc1F the results were mIAP activ 0.89, A3A deaminase 0, mIAP inh 11, ATG4B inhibitor -1, hIAP act 0.96, PfGluPho inh -5, hIAP block 4 and HKDC1 inhibitor 3.
CC1CCN(c2nc3c(cc2C#N)COC(C)(C)C3)CC1 was read as mIAP activ 1, A3A deaminase 0, mIAP inh -3, ATG4B inhibitor 6, hIAP act 1.1, PfGluPho inh -5, hIAP block -7 and HKDC1 inhibitor -7.
Screening COc1ccc(CNC(=O)c2ccc(NS(=O)(=O)c3c(C)noc3C)cc2)cc1 returned mIAP activ 0.94, A3A deaminase 1, mIAP inh 6, ATG4B inhibitor -4, hIAP act 0.96, PfGluPho inh -35, hIAP block 4 and HKDC1 inhibitor 7.
CCC/C(=N\NC(=O)CNC(=O)c1ccc(Cl)cc1)c1ccccc1 was read as mIAP activ 0.99, A3A deaminase 0, mIAP inh 1, ATG4B inhibitor 6, hIAP act 1.1, PfGluPho inh 1, hIAP block -7 and HKDC1 inhibitor -1.
Screening CC(C)[C@H](NC(=O)N1CCC(Cc2ccccc2)CC1)C(=O)O returned mIAP activ 1.1, A3A deaminase 2, mIAP inh -5, ATG4B inhibitor -17, hIAP act 1, PfGluPho inh 0, hIAP block -2 and HKDC1 inhibitor -8.
`O=C1C=C(c2ccc(-c3ccccc3)c(F)c2)C[C@@H](c2ccc(F)cc2)C1` gave mIAP activ 1, A3A deaminase -1, mIAP inh 0, ATG4B inhibitor 0, hIAP act 1, PfGluPho inh -15, hIAP block -4 and HKDC1 inhibitor 2.
O=C(Nc1c(C(=O)N2CCOCC2)cnn1-c1ccccc1)c1ccccc1F was read as mIAP activ 0.95, A3A deaminase 0, mIAP inh 5, ATG4B inhibitor 7, hIAP act 0.88, PfGluPho inh -7, hIAP block 12 and HKDC1 inhibitor 3.
Cc1ccc(Sc2ncccc2C(=O)O)c(C)c1 was read as mIAP activ 1.1, A3A deaminase -2, mIAP inh -11, ATG4B inhibitor 2, hIAP act 1.1, PfGluPho inh -4, hIAP block -6 and HKDC1 inhibitor -6.
Cc1nc2ccccc2n1Cc1ccccc1 was read as mIAP activ 1, A3A deaminase -2, mIAP inh 0, ATG4B inhibitor 0, hIAP act 0.78, PfGluPho inh -3, hIAP block 22 and HKDC1 inhibitor -3.
For C/C(=N/N=C(/C)c1cccs1)c1cccs1 the results were mIAP activ 1, A3A deaminase -5, mIAP inh -2, ATG4B inhibitor 6, hIAP act 1.1, PfGluPho inh -7, hIAP block -6 and HKDC1 inhibitor -6.
Screening c1ccc(Cc2noc(CN3CCC(CN4CCOCC4)CC3)n2)cc1 returned mIAP activ 1.1, A3A deaminase 1, mIAP inh -6, ATG4B inhibitor 9, hIAP act 1.2, PfGluPho inh -3, hIAP block -16 and HKDC1 inhibitor 1.
Screening CCCCc1nc(C(N)=O)c2[nH]c(=O)n(-c3ccc(OC)c(OC)c3)c2n1 returned mIAP activ 1, A3A deaminase 3, mIAP inh -5, ATG4B inhibitor -12, hIAP act 1.1, PfGluPho inh 5, hIAP block -10 and HKDC1 inhibitor 0.
`CN(C)N1C(=O)CC(N2CCCCC2)C1=O` (configuration not stated) gave mIAP activ 1.1, A3A deaminase 0, mIAP inh -10, ATG4B inhibitor 0, hIAP act 0.98, PfGluPho inh -7, hIAP block 2 and HKDC1 inhibitor -1.
Screening CN(C)C(CNC(=O)c1c(F)cccc1Cl)c1ccco1 (configuration not stated) returned mIAP activ 0.96, A3A deaminase 0, mIAP inh 4, ATG4B inhibitor 5, hIAP act 1, PfGluPho inh -28, hIAP block -4 and HKDC1 inhibitor 5.
Screening COCCCn1cc(C(=O)c2cc(OC)ccc2OCC(=O)Nc2cc(C)on2)cc(C#N)c1=O returned mIAP activ 1.1, A3A deaminase 5, mIAP inh -5, hIAP act 1.1, PfGluPho inh -2, hIAP block -6 and HKDC1 inhibitor 4.
For Cc1cc(CSc2ccccc2C(=O)O)on1 the results were mIAP activ 1.1, A3A deaminase 0, mIAP inh -5, ATG4B inhibitor -5, hIAP act 0.87, PfGluPho inh -9, hIAP block 13 and HKDC1 inhibitor 0.
For Cc1cc(C(F)(F)F)nn1CC(=O)NNC(=S)Nc1ccc(F)cc1 the results were mIAP activ 0.89, A3A deaminase -2, mIAP inh 11, ATG4B inhibitor -3, hIAP act 0.97, PfGluPho inh 0, hIAP block 3 and HKDC1 inhibitor -6.
COc1cccc(NC(=S)N(CCC(C)C)C(C)c2ccncc2)c1 (configuration not stated) was read as mIAP activ 1, A3A deaminase -3, mIAP inh -2, ATG4B inhibitor -4, hIAP act 0.97, PfGluPho inh 8, hIAP block 3 and HKDC1 inhibitor -5.
`CC(C)=C1C2CCC1C1C(=O)N(c3nccs3)C(=O)C21` (configuration not stated) gave mIAP activ 0.99, A3A deaminase 0, mIAP inh 1, ATG4B inhibitor -7, hIAP act 0.95, PfGluPho inh -2, hIAP block 5 and HKDC1 inhibitor 8.
For O=C(Nc1cccc(-c2ccc(N3CCOCC3)nn2)c1)c1ccc(F)cc1F the results were mIAP activ 1, A3A deaminase 2, mIAP inh -4, ATG4B inhibitor 13, hIAP act 0.98, PfGluPho inh -5, hIAP block 2 and HKDC1 inhibitor 0.
For O=C(Cn1cnc2c(nnn2-c2ccccc2)c1=O)NCc1ccc(F)cc1 the results were mIAP activ 1.1, A3A deaminase 15, mIAP inh -10, ATG4B inhibitor -4, hIAP act 1, PfGluPho inh -18, hIAP block -4 and HKDC1 inhibitor 10.
CCOc1cc(CNCc2ccccn2)cc(Cl)c1OCC was read as mIAP activ 1.1, A3A deaminase 2, mIAP inh -6, ATG4B inhibitor -11, hIAP act 1.1, PfGluPho inh -10, hIAP block -12 and HKDC1 inhibitor -3.
O=C(N/C(=C/c1ccccc1)C(=O)N1CCOCC1)c1ccc([N+](=O)[O-])cc1 was read as mIAP activ 0.97, A3A deaminase 1, mIAP inh 3, ATG4B inhibitor -3, hIAP act 1.1, PfGluPho inh 11, hIAP block -8 and HKDC1 inhibitor -7.
For O=S(=O)(c1ccc(F)cc1)N1CCN(c2ncnc3c2cnn3-c2ccccc2)CC1 the results were mIAP activ 0.97, A3A deaminase -14, mIAP inh 3, ATG4B inhibitor -9, hIAP act 0.92, PfGluPho inh -18, hIAP block 8 and HKDC1 inhibitor -5.
Screening COc1cccc2cc(C(C)N(CCCN3CCOCC3)C(=S)Nc3cccc(C)c3)oc12 (configuration not stated) returned mIAP activ 1, A3A deaminase -10, mIAP inh -4, ATG4B inhibitor -9, hIAP act 1.2, PfGluPho inh 3, hIAP block -15 and HKDC1 inhibitor -2.
`Cc1cccc(N(Cc2nnc3n2CCCCC3)C(=O)Nc2ccccc2)c1` gave mIAP activ 0.97, A3A deaminase -2, mIAP inh 3, ATG4B inhibitor -5, hIAP act 0.84, PfGluPho inh -15, hIAP block 16 and HKDC1 inhibitor 4.
NC(=NC(=O)c1ccc(Cl)cc1)N1N=CCC1c1ccccc1 (configuration not stated) was read as mIAP activ 0.9, A3A deaminase -1, mIAP inh 10, ATG4B inhibitor -3, hIAP act 0.84, PfGluPho inh 1, hIAP block 16 and HKDC1 inhibitor -5.
Screening Nc1nc2c(s1)CCCCCCCCCC2 returned mIAP activ 0.98, A3A deaminase 50*, mIAP inh 2, ATG4B inhibitor 35, hIAP act 1.1, PfGluPho inh 21, hIAP block -6 and HKDC1 inhibitor 1.
`CS(=O)(=O)n1nc(OC(=O)c2cc(Br)ccc2Cl)cc1N` gave mIAP activ 0.99, A3A deaminase -3, mIAP inh 1, ATG4B inhibitor 5, hIAP act 1.1, PfGluPho inh 2, hIAP block -12 and HKDC1 inhibitor -6.
For CCOC(=O)N1CCC(n2c(SCC(=O)OCc3ccccc3)nc3ccsc3c2=O)CC1 the results were mIAP activ 1, A3A deaminase -7, mIAP inh -1, ATG4B inhibitor 9, hIAP act 1.1, PfGluPho inh -10, hIAP block -15 and HKDC1 inhibitor 2.
Cc1c(CCC(=O)O)c(=O)oc2cc3occ(-c4ccc(F)cc4)c3cc12 was read as mIAP activ 1, A3A deaminase 1, mIAP inh -1, ATG4B inhibitor -1, hIAP act 1.1, PfGluPho inh -19, hIAP block -6 and HKDC1 inhibitor 10.
Screening Cn1c(NCc2cccnc2)nc2c1c(=O)n(Cc1ccccc1F)c(=O)n2C returned mIAP activ 1, A3A deaminase 1, mIAP inh -2, ATG4B inhibitor 6, hIAP act 0.86, PfGluPho inh 9, hIAP block 14 and HKDC1 inhibitor 0.
For COc1ccc(CNC(=O)Cn2ccc3cc(S(=O)(=O)N4CCCC4)ccc32)cc1OC the results were mIAP activ 0.98, A3A deaminase -2, mIAP inh 2, ATG4B inhibitor -9, hIAP act 0.79, PfGluPho inh 0, hIAP block 21 and HKDC1 inhibitor -4.
CCOCCCNC(=O)C1CCN(Cc2ccc(OCc3ccccc3)c(OC)c2)CC1 was read as mIAP activ 1.1, A3A deaminase -9, mIAP inh -5, ATG4B inhibitor -2, hIAP act 1, PfGluPho inh 3, hIAP block 0 and HKDC1 inhibitor -2.
CN(C)c1cc(-c2ccc(Cl)cc2)oc(=O)c1Cl was read as mIAP activ 1, A3A deaminase 2, mIAP inh -1, ATG4B inhibitor -5, hIAP act 1.2, PfGluPho inh 30, hIAP block -19 and HKDC1 inhibitor 5.
Screening Cc1nonc1N1CCN(Cc2cn[nH]c2-c2ccc(F)cc2F)CC1 returned mIAP activ 0.93, A3A deaminase -2, mIAP inh 7, ATG4B inhibitor -18, hIAP act 1, PfGluPho inh -2, hIAP block -4 and HKDC1 inhibitor -1.
`O=C(Nc1ccc(C(F)(F)F)cc1)N1CCN(c2ccnc3cc(Cl)ccc23)CC1` gave mIAP activ 1, A3A deaminase -4, mIAP inh -2, ATG4B inhibitor -10, hIAP act 0.84, PfGluPho inh 9, hIAP block 16 and HKDC1 inhibitor 4.
`COCC(COS(N)(=O)=O)Cc1ccccc1` (configuration not stated) gave mIAP activ 1.1, A3A deaminase -1, mIAP inh -5, ATG4B inhibitor 7, hIAP act 1.1, PfGluPho inh -6, hIAP block -14 and HKDC1 inhibitor -4.
Screening CCC(=O)N1c2ccccc2C(N(C(=O)CC)c2ccccc2)CC1C (configuration not stated) returned mIAP activ 1.1, A3A deaminase -2, mIAP inh -12, ATG4B inhibitor -6, hIAP act 1.1, PfGluPho inh 1, hIAP block -12 and HKDC1 inhibitor 0.
